Compound activity as filed in PubChem BioAssay.
Rab9 promoter act: activates the Rab9 promoter | Potency, µM (top dose mostly 9.22 µM), inactives show at the highest dose activation, negative = inhibition, hits mostly activators | actives 2.8% (n = 320,000) | AID 485297 | Huh7 Rab9 promoter-luciferase reporter, luminescence, 24 h; also: % of control where 0% means no effect; nearly all actives have a fitted effect of over 60% in size
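Huh7 reporter line, Rab9 promoter upstream of luciferase. Compound exposure 24 h at 37 °C in reduced-serum medium with 10% FBS. Read-out: luminescence.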
RORgamma inh: blocks mouse ROR gamma transcriptional activity; P51450; Drosophila S2 Gal4-RORgamma UAS-luciferase reporter, 20 h; Potency, µM (series often up to 53.6 µM), inactives show top-dose activity change, negative = inhibition, most hits filed as inhibitors; actives 5.4% (n = 310,000); AID 2551; also: % is scaled to controls: 0 for no effect and ±100 for the full control effect; nearly all actives have a fitted effect of over 60% in size
Target sequence (P51450 whole entry, looked up, the tested form may be a part): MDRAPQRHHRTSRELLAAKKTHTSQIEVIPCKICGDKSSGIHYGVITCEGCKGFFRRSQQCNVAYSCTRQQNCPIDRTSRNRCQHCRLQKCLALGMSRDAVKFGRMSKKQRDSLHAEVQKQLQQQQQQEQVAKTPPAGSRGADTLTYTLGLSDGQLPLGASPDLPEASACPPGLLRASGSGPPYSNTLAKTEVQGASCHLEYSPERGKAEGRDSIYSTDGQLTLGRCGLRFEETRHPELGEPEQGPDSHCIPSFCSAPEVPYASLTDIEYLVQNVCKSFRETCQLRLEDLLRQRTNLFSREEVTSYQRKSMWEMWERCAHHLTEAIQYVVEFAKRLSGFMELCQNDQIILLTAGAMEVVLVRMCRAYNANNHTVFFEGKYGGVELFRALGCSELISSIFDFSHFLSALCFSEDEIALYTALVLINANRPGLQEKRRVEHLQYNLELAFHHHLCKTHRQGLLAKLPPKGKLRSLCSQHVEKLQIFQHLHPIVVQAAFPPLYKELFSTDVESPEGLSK
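Drosophila S2 cells stably expressing Gal4-DBD/mouse RORγ fusion under metallothionein promoter plus UAS-luciferase; compound 1 h, then 700 uM CuSO4 induction for 20 h at ambient temperature; inhibition read as reduced luminescence.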
ELG1 genotoxic: genotoxicity induction in ELG1-luciferase HEK293T cells; Potency, µM (titrated, usually from 46 µM), for the others: at the top dose activity change, positive = activation, most hits filed as activators; AID 504466; actives 1.3% (n = 330,000); HEK293T ELG1-luciferase reporter, luminescence, 16 h; also: % of control where 0% means no effect; nearly all actives have a fitted effect of over 60% in size
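Quantitative HTS format in 1536-well plates. HEK293T ELG1-luciferase reporter cells receive test compound and are incubated 16 hr at 37 °C, 5% CO2; ONE-Glo added, 30 min room temperature, then luminescence read.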
p53 reactivator: restores transcriptional activity of mutant p53; H1299 p53-A138V BP100-luciferase reporter, luminescence, 24 h; Potency, µM (highest dose often 92.2 µM), for the others: at the top dose activity change, positive = activation, most hits filed as activators; actives 0.063% (n = 320,000); AID 504706; also: % of control where 0% means no effect; nearly all actives have a fitted effect of over 45% in size
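H1299 (p53-null), stable ts p53-A138V + BP100-Luc; 1000 cells/well, Opti-MEM/10% FBS; cpd 4 pt, 1:5; 24 h, 37 deg C, 5% CO2; detection reagent 10 min RT; luminescence.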
uPA generation: blocks generation of uPA at the cell surface; Potency, µM (doses to about 38.3 µM), inactives show at the top dose activity change, negative = inhibition, actives largely listed as inhibitors; AID 540303; cell surface uPA generation assay, qHTS; actives 0.31% (n = 330,000); active = well fitted inhibition curve with a large enough effect; inconclusive = small, poorly fitted or top-dose-only effect; inactive = no such curve, though single readings can be large or run the other way; tested in mouse RAW 264.7 cells; also: % is scaled to controls: 0 for no effect and ±100 for the full control effect; nearly all actives have a fitted effect of over 55% in size
NPC1 prom act: activates the NPC1 promoter; Huh7 NPC1 promoter luciferase reporter, 24 h; Potency, µM (doses to about 9.22 µM), for inactives: at the highest dose activation, actives largely listed as activators; actives 2.4% (n = 320,000);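 also: % of control where 0% means no effect; nearly all actives have a fitted effect of over 60% in size; reporter is driven by a mutant NPC1 promoter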
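Huh7 cells stably carrying NPC1 promoter–luciferase, plated in Opti-MEM with 10% FBS for 2 h, were exposed to compound in DMSO for 24 h at 37 °C; luciferase reagent was added for 10 min and luminescence read.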
MBNL1-CUG inh: inhibitors of human MBNL1 binding to CUG repeat RNA. actives 0.036% (n = 280,000). AID 2675. TR-FRET MBNL1-His/biotin-(CUG)12 binding, 665/545 ratio. Potency, µM (titrated, usually from 57.5 µM), without a hit: at the highest dose activity change, negative = inhibition, usual class: inhibitors; active = well fitted inhibition curve with a large enough effect in the signal ratio, with a control signal flat, not every such curve was filed as active; inconclusive = small, poorly fitted or top-dose-only effect, or effect the other way, or a change in a side signal; inactive = no such curve, though single readings can be large or run the other way; the % refers to the signal ratio; also: % is scaled to controls: 0 for no effect and ±100 for the full control effect
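MBNL1-His + Biotin-(CUG)12, cpd titration 92 nM–58 uM; Tb anti-His Ab 0.055 ng/ul, SA-XL665 5 nM (final); 60 min RT; ratiometric 665/545 nm, Ex 340 nm; normalized to buffer and full-complex controls.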
FLuc modulator: firefly luciferase modulation, counter-screen for miR-21 project; actives 6.9% (n = 360,000); purified FLuc, Km substrates, luminescence inhibition; Potency, µM (series often up to 57.5 µM), inactives show top-dose activity change, negative = inhibition, hits mostly inhibitors; P08659;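 also: plate controls were vehicle for no effect and reference inhibitor for full effect; nearly all actives have a fitted effect of over 55% in size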
Target sequence (P08659 whole entry, looked up): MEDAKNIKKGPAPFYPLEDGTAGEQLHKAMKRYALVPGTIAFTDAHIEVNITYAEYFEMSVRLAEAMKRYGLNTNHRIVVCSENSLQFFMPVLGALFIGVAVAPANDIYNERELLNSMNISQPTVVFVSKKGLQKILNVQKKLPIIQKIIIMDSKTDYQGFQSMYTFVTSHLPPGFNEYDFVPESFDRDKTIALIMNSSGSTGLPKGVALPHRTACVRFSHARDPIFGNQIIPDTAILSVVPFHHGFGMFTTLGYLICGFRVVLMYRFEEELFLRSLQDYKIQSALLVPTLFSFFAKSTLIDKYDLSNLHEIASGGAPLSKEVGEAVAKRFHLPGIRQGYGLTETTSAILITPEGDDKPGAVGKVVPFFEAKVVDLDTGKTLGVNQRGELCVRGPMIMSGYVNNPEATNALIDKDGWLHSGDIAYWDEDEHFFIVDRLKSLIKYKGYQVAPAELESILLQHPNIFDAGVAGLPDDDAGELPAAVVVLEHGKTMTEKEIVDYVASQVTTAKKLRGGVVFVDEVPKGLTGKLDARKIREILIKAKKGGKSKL
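Purified P. pyralis luciferase (10nM final) with 10uM D-luciferin and 10uM ATP (Km levels) in 50mM Tris acetate pH 7.5, 10mM Mg acetate, 0.01% Tween-20, 0.05% BSA; qHTS 6-point titration, ~60 µM downward; luminescence read.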
Gal4-VP16 FLuc: inhibits Gal4-VP16 luciferase reporter, ROR gamma counter-screen. actives 3.5% (n = 310,000). Potency, µM (series often up to 53.6 µM), for inactives: at the highest dose activity, negative = inhibition, actives largely listed as inhibitors. AID 2546. Drosophila S2 Gal4-VP16 UAS-luciferase, luminescence, 20 h;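 also: Gal4-VP16 expression switched on by copper sulfate through the metallothionein promoter; % is scaled to controls: 0 for no effect and ±100 for the full control effect; nearly all actives have a fitted effect of over 50% in size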
BRCA1 expr up: BRCA1 expression activation. Potency, µM (titrated, usually from 46.1 µM), inactives show at the top dose activation, actives largely listed as activators. MCF7-BRCA1-FFLuc reporter, luminescence, 48 h; response scale: scaled: vehicle 0%, 10 µM genistein 100%. actives 1.1% (n = 380,000); also: nearly all actives have a fitted effect of over 80% in size; some results filed as inactive show a strong effect at the top dose
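Activators of BRCA1 expression were detected as increased firefly luciferase luminescence in engineered MCF7 cells after 48 h compound incubation. Signals were scaled to genistein 10 microM as full activation.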
The depositor's hits bear a star; ? = inconclusive; nt = no result given; [ ] = another dose, or the depositor's remark. Unless noted, calls follow the shape of the dose curve; as a rule, active = well fitted curve in the direction sought with a large enough effect; inconclusive = small, poorly fitted or top-dose-only effect, or another doubt; inactive = no such curve, though single readings can be large; an effect the other way counts as inactive or inconclusive. Potency is read from the fitted curve at half-maximal effect.

SMILES	Rab9 promoter act	RORgamma inh	ELG1 genotoxic	p53 reactivator	uPA generation	NPC1 prom act	MBNL1-CUG inh	FLuc modulator	Gal4-VP16 FLuc	BRCA1 expr up
CC1(c2ccc(O)cc2)NC(=O)N(c2ccccc2)N1 (stereo unspecified)	-6%	25%	4%	8%	-2%	-2%	-4%	2%	9%	?
NS(=O)(=O)c1ccc(N/N=C/c2ccc3c(c2)OCO3)c([N+](=O)[O-])c1	3%	1%	5%	3%	1%	2%	14%	-5%	-2%	-18%
CC1CCN(CCCNC(=O)c2cc3sccc3n2C)CC1	-8%	-23%	3%	-2%	nt	0%	8%	-3%	-2%	5%
CCCCn1c(CCC(=O)O)nc2c1c(=O)[nH]c(=O)n2CCC	2%	-6%	-1%	-3%	1%	-4%	-5%	1%	3%	-10%
CC(NC(=O)C1CC2CCCC(C1)C2=O)c1ccccc1 (stereo unspecified)	-5%	10%	-1%	-1%	0%	1%	2%	0%	-6%	-18%
CCCCCC/C(C)=C1/SC(=S)NC1=O	-2%	16µM*	-8%	0%	-4%	-3%	17%	-6%	-19%	5%
CCC/C(O)=C1\C(=O)CC(C)(C)CC1=Nc1ccc(OC)cc1OC	0%	-16%	-3%	-1%	-14%	-22%	-12%	3%	-5%	-55%
O=C(Cn1c2ccccc2c(=O)c2ccccc21)N/N=C/c1ccc(N2CCCC2)c([N+](=O)[O-])c1	1%	?	-8%	18%	-1%	-15%	-7%	9%	?	-80%
CC(=O)c1cccc(NC(=O)CN2C(=O)NC3(CCCCCCC3)C2=O)c1	-4%	5%	-1%	-6%	nt	-1%	4%	1%	1%	-6%
CCOc1ccccc1N(CC(=O)NC1CCCC1)C(=O)CNC(=O)c1cccs1	-6%	13%	-9%	-5%	-1%	1%	-8%	-1%	-4%	-19%

Arranged by number of heavy atoms (rising): 3 of the compounds above.
SMILES	Rab9 promoter act	RORgamma inh	ELG1 genotoxic	p53 reactivator	uPA generation	NPC1 prom act	MBNL1-CUG inh	FLuc modulator	Gal4-VP16 FLuc	BRCA1 expr up
CCCCCC/C(C)=C1/SC(=S)NC1=O	-2%	16µM*	-8%	0%	-4%	-3%	17%	-6%	-19%	5%
CC1(c2ccc(O)cc2)NC(=O)N(c2ccccc2)N1 (stereo unspecified)	-6%	25%	4%	8%	-2%	-2%	-4%	2%	9%	?
CC1CCN(CCCNC(=O)c2cc3sccc3n2C)CC1	-8%	-23%	3%	-2%	nt	0%	8%	-3%	-2%	5%

The list continues.
SMILES	Rab9 promoter act	RORgamma inh	ELG1 genotoxic	p53 reactivator	uPA generation	NPC1 prom act	MBNL1-CUG inh	FLuc modulator	Gal4-VP16 FLuc	BRCA1 expr up
Cc1ccc(S(=O)(=O)NCC2CCC(C(=O)NCCCN3CCCC3=O)CC2)cc1 (stereo unspecified)	0%	4%	-1%	1%	1%	-1%	-2%	0%	-3%	0%
CCC(C)NC(=O)Cn1cc2c(n1)CCC(C)C2 (stereo unspecified)	6%	?	2%	2%	11%	-1%	11%	0%	3%	0%
O=C(COC(=O)c1cc(=O)[nH]c2ccccc12)NCc1ccccc1Cl	nt	nt	1%	-3%	-23%	nt	nt	nt	nt	-3%
CN(c1ccccc1)S(=O)(=O)c1cccc(C(=O)Nc2ccc3c(c2)CCC3)c1	0%	?	-7%	15%	1%	7%	nt	-15%	0%	-48%
CCOC(=O)c1ccc(NC(=O)N2CCN(Cc3cccc(F)c3)CC2)cc1	-3%	24%	-10%	2%	nt	-3%	-3%	-2%	4%	-3%
O=C(NC1CCN(Cc2ccccc2)CC1)C1CCN(S(=O)(=O)c2cccc([N+](=O)[O-])c2)CC1	0%	5%	-10%	-2%	4%	0%	3%	1%	-12%	-15%
O=C1C(NS(=O)(=O)c2cccs2)=C(N2CCOCC2)C(=O)c2ccccc21	-7%	-23%	-14%	4%	-2%	-4%	?	-7%	-13%	-62%
CCOC(=O)CC(NC(=O)Cn1nnc(-c2ccccc2)n1)c1ccc(OC)cc1 (stereo unspecified)	-6%	41%	-6%	0%	-2%	-7%	-14%	-19%	20%	-10%
O=C1OC(Nc2ncccn2)c2ccccc21 (stereo unspecified)	2%	-6%	4%	6%	nt	-1%	0%	6%	1%	-20%
CCOC(=O)c1cnn(-c2ncnc3sc(C)c(C)c23)c1N	7%	10%	-3%	-4%	3%	0%	-8%	2%	0%	-30%
CCCS(=O)(=O)Nc1cccc(-c2nc3cccnc3s2)c1	16%	2%	-1%	9%	-5%	?	0%	?	-6%	60%
CC(=O)NC(C(=O)c1ccccc1)C(=O)c1ccccc1	-1%	-11%	1%	-12%	3%	-3%	-13%[11.5 µM]	1%	-17%	-9%
Cc1ccc(NS(=O)(=O)c2c(C(=O)N3CCOCC3)c(C)n(C)c2C)cc1	-1%	-16%	0%	11%	-10%	-1%	4%	2%	-3%	6%
O=C(NCc1cccs1)c1cccc(S(=O)(=O)N2CCCCC2)c1	2%	19%	1%	0%	5%	0%	-3%	0%	13%	-13%
CCN1CCN(c2c(Cl)cccc2NC(=O)c2ccc3c(c2)OCCO3)CC1	-2%	-6%	-8%	-2%	10%	-1%	-3%	3%	2%	0%
COc1ccc(CCNC(=O)c2ccc(-c3ccc([N+](=O)[O-])cc3Cl)o2)cc1	-5%	17%	-10%	-3%	0%	-3%	20%	3%	-1%	0%
Nc1cc(-c2ccc(Br)cc2)[nH]n1	16%	13%	-2%	3%	-2%	18%	-21%	?	?	7%
C=CCNC(=O)COC(=O)C1CCN(S(=O)(=O)c2ccc3c(c2)OCCO3)CC1	27%	6%	6%	-5%	1%	0%	?	?	-7%	19%
CC(=O)N1N=C(c2ccc(C)cc2)OC1c1ccc(C)cc1 (stereo unspecified)	?	-18%	18µM*	15%	4%	?	-8%	17µM*	-8%	44%
COc1ccc(C2C=C(c3ccccc3)Nc3nc(CCCO)nn32)cc1 (stereo unspecified)	-1%	28%	-3%	-5%	-2%	-4%	25%	5%	-10%	3%
COc1ccc(NC(=O)c2ccc(F)c(F)c2)c2ccccc12	3%	0%	-1%	-7%	-2%	1%	-1%	-1%	-17%	-22%
COc1ccc([N+](=O)[O-])cc1NC(=O)COC(C)=O	-2%	-2%	0%	1%	14%	0%	?	3%	-5%	-5%
O=S(=O)(Nc1ccccc1N1CCCCC1)c1ccc(F)cc1F	0%	-19%	-7%	1%	1%	4%	-1%	4%	-4%	0%
C=CCN1C(=NC(=O)CC)SC2CS(=O)(=O)CC21 (stereo unspecified)	5%	11%	1%	-1%	nt	-6%	4%	2%	-6%	35%
COc1ccc(C(=O)/C(=C/N(C)C)S(=O)(=O)c2ccccc2)cc1	?	-35%	?	9%	4%	27%	1%	?	-26%	3.2µM*
COc1ccc(CNC(=O)COc2ccc(S(=O)(=O)N3CCCCC3)cc2)cc1	4%	?	-11%	-9%	-12%	-1%	-8%	1%	1%	-28%
Cc1ccc(NC(c2ccccc2)c2nc3ccccc3[nH]c2=O)cc1 (stereo unspecified)	-5%	4%	-4%	7%	18%	3%	-2%	-1%	3%	-45%
c1ccc(SCCN2CCc3ccccc3C2)cc1	-2%	-43%	9%	?	-42%	4%	4%	?	-13%	93%
CCOc1ccccc1N(CC(=O)Nc1ccc(S(=O)(=O)N2CCOCC2)cc1)S(C)(=O)=O	0%	4%	-3%	-2%	-3%	-1%	1%	-1%	-11%	-22%
Cc1c(NS(=O)(=O)c2cc(C(=O)OCC(=O)N3CCC(C)CC3)ccc2Cl)c(=O)n(-c2ccccc2)n1C	?	14%	10%	1%	-5%	1%	-4%	?	5%	40%
Cc1c(C)c2ccc(OCC(=O)Nc3ccccc3C(N)=O)cc2oc1=O	18%	-6%	16%	nt	-3%	3%	8%	-1%	-5%	13%
CCN(CC(=O)Nc1ccc(NC(C)=O)cc1)C(=O)/C=C/c1cn(-c2ccccc2)nc1-c1ccc(F)cc1	-5%	nt	29%	8%	-6%	0%	nt	-4%	nt	-20%
O=C(CSc1ccccc1)Nc1ccc(N2CCOCC2)cc1	?	38%	?	?	nt	27%	7%	?	16%	?
COC(=O)c1cc(S(=O)(=O)NCCc2ccc(Cl)cc2)c[nH]1	6%	?	-9%	3%	14%	0%	7%	1%	2%	1%
Cc1c(C(=O)NN)nn(-c2ccc(Cl)cc2)c(=O)c1C#N	-1%	?	-1%	1%	-2%	-5%	?	-7%	-1%	-27%
CC1CCCN(S(=O)(=O)c2cccc([N+](=O)[O-])c2)C1 (stereo unspecified)	-3%	0%	0%	?	-2%	0%	?	0%	-8%	-8%
CC(C)CC(NC(=O)C(Cc1ccc(OCc2ccccc2)cc1)NC(=O)OC(C)(C)C)C(N)=O (stereo unspecified)	9%	?	-1%	4%	1%	0%	-9%	3%	?	-16%
CCc1cccc(C)c1NC(=O)c1ccoc1C	-1%	3%	-2%	-2%	-1%	-1%	-3%	1%	0%	12%
O=C(COC(=O)c1cc(S(=O)(=O)N2CCOCC2)ccc1O)NCC1CCCO1 (stereo unspecified)	15%	2%	2%	-9%	2%	-4%	-1%	4%	3%	52%
Cc1ccnc(NC(=O)CCC(=O)N(CC(=O)NCc2ccccc2)Cc2ccco2)c1	-9%	31%	-2%	1%	-2%	-7%	2%	1%	-10%	-2%
CSc1cccc(NS(=O)(=O)c2cccc3nsnc23)c1	-5%	6%	1%	-4%	0%	-4%	?	-1%	-2%	-17%
